# T cell HTS – T cell immune modulators affecting CD8 T cell-vesicle binding | hit rate 0.068% among 330,000 | calls only at 7 µM | 2C CD8+ T cell-vesicle binding, flow cytometry; active compounds read low;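 active = response, share of CD8 T cells binding vesicles, and their 90th percentile fluorescence all below set limits, cut at about 80% in these data, passing the limit was not always enough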
#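 Material: murine 2C transgenic CD8+ T lymphocytes / Also added: QL9-peptide-loaded Drosophila micro-vesicles bearing Ld, ICAM-1 and B7-1 / Schedule: binding step 1.5 h, 37 °C, antibody labelling 20 min, ice / Signal: flow cytometry, PE anti-B7-1 (FL2) versus Alexa647 anti-CD8 (FL8), PFA-fixed / Evaluation: percent CD8+ FL2 mean versus row control / Benchmarks: naked versus QL9-loaded vesicles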
# Dynein cargo inh – dynein cargo transport inhibition | hit rate 0.47% among 220,000 | AID 1381 | z-score, hits read low | 3617.4 mouse cells, GR-EGFP nuclear translocation imaging; test concentration mostly 20 µM; stimulated with dexamethasone, 1 µM; active compounds read low;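 active = plate z-score of nuclear minus cytoplasmic receptor signal below a set negative limit, without overly bright fluorescence or cell loss, cut at about -3.5 in these data, passing the limit was not always enough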;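 also: z-score of nuclear minus cytoplasmic ring GR-EGFP intensity difference per well; some compounds called inactive have numbers as strong as hits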
#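 Buffer or medium: tet-free medium with charcoal-stripped serum / Also added: dexamethasone agonist, 1.0 µM final, for 30 min / Timing: induction 48 h, compound 1 h, agonist 30 min / Measured by: high-content fluorescence imaging after fixation / Read-out: nuclear-to-cytoplasmic GR-EGFP distribution per well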
# b-catenin transl – beta-catenin nuclear translocation modulation; AID 1665; HeLa beta-catenin nuclear translocation, immunofluorescence imaging; nuclear translocation activity, % at 5 µM; hit rate 0.3% among 190,000;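 active = nuclear translocation activity above 50% at 5 µM, with a well cell count of 50 or more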;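 also: per-cell ratio of nuclear to cytoplasmic median beta-catenin stain intensity; plate controls were DMSO negative control for no effect and GSK-3 inhibitor IX positive control for full effect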
#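 test system = HeLa cells, endogenous beta-catenin | dosing = single 5 µM dose plus 0.02–20 µM confirmation series | times = compound treatment 24 h, 37°C, 5% CO2 | technique = beta-catenin immunofluorescence imaging with DAPI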
# M1AAP inhibition – P. falciparum M1AAP inhibitors, biochemical, fluorogenic H-Leu-NHMec substrate, 1536-well (AID 1445); recombinant M1AAP, H-Leu-NHMec fluorogenic kinetic assay; higher % means a stronger effect; inhibition, % at 30 µM, or IC50 in µM where a hit was titrated; hit rate 0.42% among 220,000;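 active = primary inhibition above the hit cutoff, then over 50% inhibition at one or more dose response concentrations, cut at about 23% in these data, passing the limit was not always enough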;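 also: plate controls were DMSO full reaction for no effect and no enzyme background for full effect; strong numbers were not always called active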
# WT yeast gro inh – growth inhibition of WT yeast, mitochondrial fusion screen. mitochondrial fusion phenotypic screen, WT strain. inhibition, % at 10 µM. hit rate 2.1% among 190,000; in the data active = inhibition above about 58%; tested in S. cerevisiae
# MT stabilize HCS – microtubule stabilization, imaging screen; hit rate 0.83% among 200,000; AID 2205; HeLa tubulin immunostaining HCS, 24 h; share of cells brighter than vehicle mean+2SD; % tubulin-high responders, % at 10 µM;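 active = plate Z-score above 3 for both tubulin-high and condensed-nucleus cell shares, with cell loss under 80%, at 10 µM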;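 also: anti alpha tubulin signal scored within the nucleus-defined area of each cell; some results filed as inactive read as strong as hits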
# P. falciparum M17LAP – P. falciparum M17LAP inhibitors, primary screen, biochemical, fluorogenic H-Leu-NHMec substrate, 1536-well (AID 1619) | recombinant M17LAP, H-Leu-NHMec fluorogenic kinetic assay; higher % means a stronger effect | hit rate 0.38% among 220,000 | inhibition, % at 30 µM, or IC50 in µM where a hit was titrated;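 active = compound inhibiting the enzyme by more than half at any dose during confirmatory dose-response retesting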;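 also: plate controls were full reaction with DMSO carrier for no effect and no enzyme background for full effect; strong numbers were not always called active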
# Yfh1-depleted yeast – mitochondrial function rescue without frataxin homolog – Friedreich's ataxia, plus single-dose screen, dose response (AID 1465) | hit rate 0.074% among 220,000 | one-dose fold induction at 50 µM; EC50 in µM for titrated hits | S. cerevisiae Yfh1-off respiration, WST-1 reduction, 72 h; higher fold induction means a stronger effect;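 active = fold induction of absorbance versus untreated yeast above a set limit, then at least 30% activation at any dose in follow-up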;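 also: activators that raise dye reduction in frataxin-depleted yeast; strong numbers were not always called active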
# Autophagy HCS – autophagy modulation, high-content screen. MEF GFP-LC3 puncta imaging; test concentration mostly 10 µM. calls only at 10 µM (by protocol). hit rate 0.98% among 190,000. AID 463193;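 active = percentage of spot-positive cells more than 3 SD above its plate mean, without a fluorescence outlier flag or 80% toxicity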;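 also: spot-positive cell cutoff set from DMSO-treated cells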
# WT yeast gro inh mutant strain – second read-out of WT yeast gro inh, no call of its own (marks repeat the call); inhibition, %; mitochondrial fusion phenotypic screen, mutant strain inhibition
# Dynein cargo inh cytoplasmic EGFP – further read-out of Dynein cargo inh, marked with its call; z-score; measured here: cytoplasmic GR-EGFP intensity; active compounds read high
# Dynein cargo inh nuclear GR-EGFP – also measured in Dynein cargo inh; calls as there; z-score; measured here: nuclear GR-EGFP intensity;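 lower value marks the stronger effect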
# Dynein cargo inh cell count – also measured in Dynein cargo inh; calls as there; z-score; measured here: cell count per field
# b-catenin transl cell count 5 µM – further read-out of b-catenin transl, marked with its call; cell count; measured here: cell count, cytotoxicity flag
# T cell HTS vesicle-bound % – second read-out of T cell HTS, no call of its own (marks repeat the call); double positive events, %; measured here: CD8+ vesicle-bound cell fraction;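 binding gate set so that unloaded-vesicle control wells show 10% double positive cells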
# MT stabilize HCS Hoechst-high % – further read-out of MT stabilize HCS, marked with its call; % Hoechst-high responders; measured here: nuclear condensation Hoechst responders;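 share of cells brighter than vehicle mean plus two SD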
# MT stabilize HCS cytotoxicity % – further read-out of MT stabilize HCS, marked with its call; toxicity, %; measured here: cytotoxicity by cell density;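 0% = mean cell density of plate MIN control wells and 100% = no cells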
# Autophagy HCS cell loss 18 h – further read-out of Autophagy HCS, marked with its call; toxicity, %; measured here: cell loss, nuclei count;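 cell loss after 18 h compound exposure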
# Starred values were filed as active, the others as inactive; i = inactive; nt = not tested or not shown.
SMILES,T cell HTS,T cell HTS vesicle-bound %,Dynein cargo inh,Dynein cargo inh cytoplasmic EGFP,Dynein cargo inh nuclear GR-EGFP,Dynein cargo inh cell count,b-catenin transl,b-catenin transl cell count 5 µM,M1AAP inhibition,WT yeast gro inh,WT yeast gro inh mutant strain,MT stabilize HCS,MT stabilize HCS Hoechst-high %,MT stabilize HCS cytotoxicity %,P. falciparum M17LAP,Yfh1-depleted yeast,Autophagy HCS,Autophagy HCS cell loss 18 h
CC1=NC(C)(C)Cc2cc(C)c(C)cc21,i,24,1.5,-0.14,0.75,-0.71,-1.6,1038,1%,9,7,3.0,1.7,13,8%,i,i,2
CCCOc1ccc(N2C(=O)CC(N3CCN(CCN=CC4=C(O)CC(C)(C)CC4=O)CC3)C2=O)cc1 (stereo unspecified),i,32,-0.6,-0.39,-0.78,1.3,-0.5,1544,-1%,-13,-7,1.8,1.9,8.6,0%,i,i,-6
NC(=O)C1CCCN(C(=O)Nc2cccc3ccccc23)C1 (stereo unspecified),i,33,-0.027,-0.23,-0.045,0.32,-0.4,1049,-2%,-5,-6,3.7,3.0,4.5,15%,i,i,-5
C=CCc1cccc2cc(C(=O)NC3=C(C#N)CCC3)c(=O)oc12,i,43,0.23,-0.23,-0.21,0.49,0.0,1123,-7%,0,-7,2.5,2.2,1.6,0%,i,i,7
COC(=O)C1(C(F)(F)F)N=C(C(F)(F)F)Nc2ccc(Cl)cc21 (stereo unspecified),i,38,0.82,-0.27,0.95,0.023,-1.3,501,-1%,20,3,3.0,0.7,9.2,1%,i,i,-30
Cc1cc(Oc2ccc(C#N)cc2)nc(N2CCOCC2)n1,i,22,-0.97,0.3,-0.21,1.7,-1.9,1415,0%,6,14,3.9,1.2,3.9,-4%,i,i,3
CCOc1ncccc1C(=O)OCC(=O)NCCc1ccccc1,i,52,2.6,-0.3,1.6,-1.3,nt,nt,0%,-4,0,2.9,1.1,9.3,7%,i,i,16
CCOC(=O)C(C)Oc1ccc(OCc2ccccc2)cc1 (stereo unspecified),i,23,-0.23,0.044,-0.0039,0.93,-2.0,1101,0%,13,3,2.7,2.1,4.4,-2%,i,i,-5
CC(C)S(=O)(=O)c1csc(C(=O)NN)c1Cl,i,44,0.79,-0.11,0.21,-1.4,0.1,1356,1%,nt,nt,nt,nt,nt,1%,i,nt,nt
Cc1ccc(C(=O)c2cn[nH]c2-c2ccccc2O)cc1,i,57,-0.97,-0.41,-0.24,0.6,2.7,1388,3%,-22,-6,2.7,2.3,8.2,45%,i,i,-26
CS(=O)(=O)c1ccc(Cl)c(C(=O)O)c1,i,7,-0.58,-0.22,-0.055,0.32,0.0,726,-1%,-10,-2,2.1,1.5,7.4,2%,i,i,3
COc1cc(S(=O)(=O)N(Cc2ccccc2)Cc2ccccn2)ccc1-n1cnnn1,i,40,-0.19,-0.23,-0.28,0.035,-4.5,577,-9%,6,8,3.5,1.9,6.5,-7%,i,i,1
O=S(=O)(Nc1nc2ccccc2nc1NCC1CCCO1)c1cccs1 (stereo unspecified),i,16,-0.92,-0.11,-0.24,0.13,0.3,909,19%,-11,8,6.6,3.2,7.6,36%,i,i,-3
CSc1cnc2c(=O)[nH]c(=O)n(C)c2n1,i,49,0.14,-0.28,-0.18,-0.33,-1.4,506,4%,-2,-36,2.3,1.8,2.4,30%,i,i,12
COc1ccc(C(=O)N2CCC(C(=O)c3ccc(F)cc3)CC2)cc1,i,23,-0.79,-0.24,-0.17,0.35,0.5,479,4%,7,6,3.9,2.7,7.4,14%,i,i,-3
COc1ccc(C(=O)Nc2nncs2)c(OC)c1,i,36,-0.34,-0.16,0.075,-0.32,0.4,972,14%,-1,3,1.1,3.0,10,0%,i,nt,nt
O=C(Nn1cnnc1)c1ccc(Cl)c([N+](=O)[O-])c1,i,27,-0.95,-0.26,-0.47,1,-2.2,1176,5%,nt,nt,nt,nt,nt,0%,i,nt,nt
COc1cccc(/C=N/NC(=O)C(C)Cn2cnc3ccccc32)c1 (stereo unspecified),i,11,0.0042,-0.3,-0.28,0.39,1.1,1318,5%,nt,nt,nt,nt,nt,-4%,i,nt,nt
O=C(COc1ccc(F)cc1)c1ccc2c(c1)CCCC2,i,36,0.56,-0.21,0.52,-1.1,nt,nt,nt,nt,nt,1.7,1.6,3.0,nt,i,i,37
CC(C)(C)c1ccc(C(=O)NCc2ccccc2)cc1,i,2,-0.62,-0.19,-0.16,-1,-1.8,1030,-1%,5,-6,3.3,2.3,5.5,-5%,i,i,0
CCOc1cccc(OCCOCCOc2ccccc2C(C)=O)c1,i,42,0.095,-0.25,0.27,0.65,4.4,500,3%,10,-2,1.3,2.4,2.1,2%,i,i,7
COCCNC(=O)/C(C#N)=C/c1cc(C(C)C)c(OC)cc1C,i,2,0.03,-0.29,-0.0035,0.6,1.8,1069,17%,16,13,2.4,1.8,3.6,3%,i,i,11
Cc1cccc(OCC(=O)NC(=S)Nc2ccc(S(=O)(=O)NC3CCCCC3)cc2)c1,i,57,0.46,-0.2,0.74,0.17,nt,nt,1%,8,7,1.4,1.3,7.8,-5%,i,i,-15
Cc1cc(Nc2ccc3c(c2)OCCO3)c2cccc(C)c2n1,i,30,-0.36,-0.3,-0.53,0.058,-0.9,507,2%,13,-7,3.6,2.3,3.4,22%,i,i,-6
C=CCc1ccccc1OCC(=O)N/N=C/c1ccc(OC(C)=O)cc1OC(C)=O,i,34,-0.92,-0.31,-0.68,0.66,-3.1,583,17%,-5,1,2.0,1.8,7.4,-3%,i,i,23
# Following part.
SMILES,T cell HTS,T cell HTS vesicle-bound %,Dynein cargo inh,Dynein cargo inh cytoplasmic EGFP,Dynein cargo inh nuclear GR-EGFP,Dynein cargo inh cell count,b-catenin transl,b-catenin transl cell count 5 µM,M1AAP inhibition,WT yeast gro inh,WT yeast gro inh mutant strain,MT stabilize HCS,MT stabilize HCS Hoechst-high %,MT stabilize HCS cytotoxicity %,P. falciparum M17LAP,Yfh1-depleted yeast,Autophagy HCS,Autophagy HCS cell loss 18 h
CCn1c2ccccc2c2cc(NC(=O)COc3ccccc3)ccc21,i,34,0.76,-0.09,0.13,-0.95,-0.6,956,-2%,19,-4,3.7,2.8,5.4,10%,i,i,-53
Cc1noc(C)c1CSc1ncnc2sc3c(c12)CCC3,nt,nt,-0.27,-0.2,0.066,0.13,1.9,1113,0%,-3,-7,3.6,2.1,6.4,2%,i,i,-12
Cn1c(NC(=O)CCC2CCCCC2)cc(=O)n(C)c1=O,i,23,-0.68,-0.25,-0.38,0.47,nt,nt,-5%,27,16,4.4,5.6,7.1,-1%,i,i,7
COC(=O)CCC(=O)NNC(=O)c1ccc(Br)cc1,i,30,0.72,-0.24,-0.096,0.18,2.5,1428,4%,0,-6,2.7,1.6,5.1,-5%,i,i,11
Cc1ccc(N2C(=O)c3ccccc3C2C(=O)c2ccc(C)c(C)c2O)cc1 (stereo unspecified),i,14,2.8,-0.25,1.1,-1.3,-4.6,1181,-3%,nt,nt,nt,nt,nt,6%,i,nt,nt
COc1ccc2cc(CCl)c(Cl)nc2c1,i,28,1.4,0.15,1.2,-1.7,1.5,917,-1%,4,10,2.1,1.4,0.8,16%,i,i,-5
Cc1nc([N+](=O)[O-])nn1C12CC3CC(CC(Br)(C3)C1)C2,i,17,-0.58,-0.14,0.33,-3.3,0.9,1374,2%,3,15,3.0,2.0,8.9,-2%,i,i,19
Cc1c(NC(=O)c2ccc(CN3CCc4ccccc4C3)cc2)c(=O)n(-c2ccccc2)n1C,i,19,0.5,-0.25,0.55,1,0.1,1046,-4%,9,4,3.5,3.2,9.4,-1%,i,i,1
COc1ccc(-c2cn(-c3ccc(Br)cc3)c3[n+]2CCS3)cc1,i,34,-0.94,0.72,-0.62,0.51,-1.0,992,4%,-7,-17,4.0,2.0,1.9,-7%,i,i,1
OC1(c2cccc(C(F)(F)F)c2)CCN(c2ccc(-c3ccccc3)nn2)CC1,i,14,-1.1,-0.25,-0.64,0.32,5.0,511,3%,-25,-32,2.0,1.7,3.8,-4%,i,i,-9
Cc1cc2oc(=O)cc(COC(=O)c3n[nH]c4ccccc34)c2cc1C,i,38,1.1,2.3,1.3,-0.38,-2.2,1193,12%,6,-2,2.2,1.7,2.4,-6%,nt,i,-10
O=C1/C(=C/c2ccccn2)SC(=S)N1N1CCOCC1,i,50,0.33,-0.079,0.14,-0.16,0.8,1003,-3%,nt,nt,nt,nt,nt,-10%,i,nt,nt
CCCC(=O)NCCCc1nc2ccccc2n1C(C)C,i,32,1.2,-0.18,1.1,-0.96,-0.4,1115,10%,11,7,6.1,2.1,7.9,-5%,i,i,2
Cc1ccc(C)c(N2CCN(C(=O)CN3C(=S)NC(C)(C)CC3C)CC2)c1 (stereo unspecified),i,26,0.59,-0.21,0.58,-0.42,2.0,994,2%,9,12,3.7,2.8,9.1,-4%,i,i,-8
